Assay outcomes deposited in PubChem BioAssay by Southern Research Specialized Biocontainment Screening Center.
Salmonella PhoP GFP – PhoP regulon inhibitors, Salmonella typhi PhoP promoter GFP reporter, confirmatory (AID 1850). Salmonella Typhi PhoP-promoter GFP reporter, fluorescence, 4 h; higher % means a stronger effect. inhibition, % at 50 µM, or IC50 in µM where a hit was titrated. hit rate 0.33% among 310,000; in the data active means a potency from the dose series; inconclusive means inhibition mostly from about 25% at the one dose, without a potency; inactive means the rest, 99 in 100 with inhibition below about 19%;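 further: 0% = induced wells with vehicle and 100% = uninduced wells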
influenza NS1A – H1N1 influenza NS1A inhibitors, functional cell based assay (AID 504329); NS1A functional cell-based assay, percent inhibition; higher % means a stronger effect; one-dose inhibition, % at 12.5 µM; IC50 in µM for titrated hits; hit rate 0.3% among 340,000; in the data active means a potency from the dose series; inconclusive means inhibition above about 27% without an active follow-up result; further: strong numbers were not always called active
M. tuberculosis HTS – M. tuberculosis growth inhibition, HTS (AID 449762) | one-dose inhibition, % at 25 µM; IC50 in µM for titrated hits | M. tuberculosis H37Rv growth inhibition, 7H9 media; higher % means a stronger effect | hit rate 0.59% among 330,000; in the data active means a potency from the dose series; inconclusive means inhibition above about 70% without an active follow-up result;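 further: bacterial growth assessed after seven days of incubation; strong numbers were not always called active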
VEEV TC-83 Vero – inhibitors of VEEV TC-83 cytopathic effect, confirmation, Vero cells (AID 588727); Vero cells, VEEV TC-83 cytopathic effect inhibition; higher % means a stronger effect; inhibition, % at 20 µM; hits with a dose series show IC50 in µM; hit rate 0.13% among 350,000; in the data active means a potency from the dose series; inconclusive means inhibition mostly from about 14% at the one dose, without a potency; inactive means the rest, 99 in 100 with inhibition below about 12%; further: strong numbers were not always called active
tuberculosis growth – growth inhibition of non-replicating M. tuberculosis (AID 488890). Mycobacterium tuberculosis non-replicating, growth inhibition; higher % means a stronger effect. inhibition, % at 25 µM; hits with a dose series show IC50 in µM. hit rate 0.39% among 320,000; in the data active means a potency from the dose series; inconclusive means inhibition mostly from about 82% at the one dose, without a potency; inactive means the rest, 99 in 100 with inhibition below about 76%;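 further: plate controls were DMSO cells for no effect and high antibiotic wells for full effect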
VEEV TC-83 Vero 10K pilot screen – also measured in VEEV TC-83 Vero; calls as there; inhibition, %; measured here: 10K pilot screen inhibition
* hit, by the source's call; i = inactive; ? = inconclusive; nt = not tested or not shown.

SMILES	Salmonella PhoP GFP	influenza NS1A	M. tuberculosis HTS	VEEV TC-83 Vero	tuberculosis growth	others
COc1cc2c(cc1OC)C(C)N(C(=O)c1c(C)noc1C)CC2 (configuration not stated)	-18%	0%	-6%	i	-3%
Cc1cc(=O)n2[nH]c(-c3ccsc3-n3c(C)ccc3C)cc2n1	10%	-30%	-5%	2.1%	0%
C/C(=C\C(=O)c1ccc(Cl)s1)N(C)C	-6%	-2%	-4%	i	73%
Cc1c(C(=O)Nc2ccccc2Cl)oc2ccc(S(=O)(=O)N3CCC4(CC3)OCCO4)cc12	4%	5%	7%	5.3%	4%
COC(=O)C1(C(O)C(=O)c2ccc(C)cc2C)CCCCC1 (configuration not stated)	2%	11%	-6%	2.6%	-5%
COCCc1nc2ccc(C(=O)N(C)Cc3cccc(-n4cccn4)c3)cc2o1	-10%	1%	-2%	2.1%	-4%
Cc1cc(C)cc(Oc2ncnc3c2ncn3Cc2c(Cl)cccc2Cl)c1	-8%	5%	6%	i	12%
O=C(Nc1nnc(SCc2ccc(Cl)cc2)s1)C1CCCO1 (configuration not stated)	-8%	3%	-8%	4.5%	52%
Cc1cc(C(=O)CN2C(=O)C(=O)N(Cc3ccccc3)C2=O)c(C)n1Cc1ccc(F)cc1	nt	-10%	48%	4.0%	30%
O=C(/C=C/c1cc([N+](=O)[O-])ccc1OC(F)F)Nc1ccc(OC(F)F)cc1	2%	-3%	-5%	1.2%	1%
COCCNC(=O)CSc1c2c(nc3ccc(Cl)cc13)CCCC2	-8%	4%	-5%	2.7%	8%
CCOC(=O)c1sc(=S)n(Cc2ccccc2)c1N	11%	8%	5%	i	14%
Cc1ccc(C)c(OCCn2nnc3ccccc32)c1	3%	-5%	-4%	1.1%	50%
Clc1ccc(-c2noc(CCCc3ccccc3)n2)cc1	-5%	-3%	-2%	2.6%	-9%
COc1ccc(C(=O)Nc2ccc(-c3nnn(CC(=O)N4CCN(C(=O)c5ccco5)CC4)n3)cc2)cc1	1%	-15%	-6%	3.9%	4%
Cc1ccc(N=C2SC(C(=O)NCCc3ccccc3)CC(=O)N2C)cc1C (configuration not stated)	1%	-5%	4%	0.7%	3%
CN1C(=O)C2(c3ccccc31)N(C)CC(c1ccccn1)C21SC(=S)N(Cc2ccco2)C1=O (configuration not stated)	-4%	14%	-2%	3.3%	6%
COc1ccc(CCNC(=O)CCS(=O)(=O)c2ccc3c(c2)NC(=O)C(C)S3)cc1OC (configuration not stated)	8%	12%	2%	3.2%	9%
Cc1cc(CNC(=O)COC(=O)Cn2[nH]c(=O)c3ccccc3c2=O)cc(C)c1O	-4%	7%	4%	i	22%
NC(=O)C1(N2CCCCC2)CCN(c2ccc3nnc(-c4ccccc4)n3n2)CC1	-10%	-13%	-13%	0.7%	-23%
O=C(CSc1nnc(-c2ccncc2)n1Cc1ccco1)OC1CCCCC1	-1%	8%	-1%	i	42%
CN1CCN(C(=S)c2cn(Cc3ccc(Br)cc3)c3ccccc23)CC1	-4%	18%	13%	2.8%	24%
CCOC(=O)c1[nH]c(CSc2nnnn2-c2ccccc2C)c(C(=O)OCC)c1C	-3%	18%	-10%	2.8%	0%
O=C(c1ccco1)N1CCN(C2CC(=O)N(c3ccccc3)C2=O)CC1 (configuration not stated)	8%	5%	-2%	3.4%	-4%
CCCC1(c2ccccc2)NC(=O)NC1=O (configuration not stated)	4%	-7%	5%	1.2%	-2%

For convenience, two of the compounds above:
SMILES	Salmonella PhoP GFP	influenza NS1A	M. tuberculosis HTS	VEEV TC-83 Vero	tuberculosis growth	others
COc1cc2c(cc1OC)C(C)N(C(=O)c1c(C)noc1C)CC2 (configuration not stated)	-18%	0%	-6%	i	-3%
Cc1cc(=O)n2[nH]c(-c3ccsc3-n3c(C)ccc3C)cc2n1	10%	-30%	-5%	2.1%	0%

More results.
SMILES	Salmonella PhoP GFP	influenza NS1A	M. tuberculosis HTS	VEEV TC-83 Vero	tuberculosis growth	others
O=C(Nc1cc([N+](=O)[O-])ccc1Cl)C1CC1	15%	-1%	8%	i	23%
COc1ccc2c(CC(=O)NNC(=O)c3cccs3)coc2c1	nt	-8%	nt	6.2%	nt
CC(=O)N(C)c1ccc(NC(=O)Nc2ccccc2C)cc1	-5%	4%	-3%	1.3%	8%
CC(=O)CSc1nnc(-c2ccco2)n1-c1ccccc1	0%	18%	-5%	0.1%	-6%
N#Cc1c(NCCN)nc(-c2ccccc2)c2c1CCCC2	7%	3%	3%	34%	42%
COc1ccc(N(CC(=O)N/N=C/c2ccc(-c3ccc([N+](=O)[O-])cc3)o2)S(=O)(=O)c2ccc(C)cc2)cc1	-32%	6%	?	0.5%	-6%
Oc1ccc2ccccc2c1/C=N/c1nc2c(s1)CCCC2	-12%	-11%	4%	2.9%	54%
COc1ccc(/C=C/C(=O)O)cc1S(=O)(=O)N1CCc2ccccc21	7%	-7%	8%	0.1%	5%
COc1cc2cnc(-c3ccccc3)c(-c3ccc(C#N)cc3)c2cc1OC	nt	-17%	?	6.2%	21%
CC1CC(C)CN(C(=O)c2cc3cc(Br)cc(Br)c3o2)C1 (configuration not stated)	11%	-1%	27%	0.7%	51%
O=C(CN(C(=O)c1csnn1)c1cccc2c1CCCC2)NC1CCCC1	4%	0%	-3%	i	-12%
CCN1CCN(c2cc(C)c3cc(NC(=O)c4cccs4)ccc3n2)CC1	3%	-3%	-6%	3.5%	29%
CC(C)Oc1ccc(N2CC(C(=O)Nc3ccccn3)CC2=O)cc1 (configuration not stated)	-10%	7%	10%	1.0%	77%
C=CCNC(=O)c1ccc(OC)cc1	6%	-2%	5%	i	6%
Clc1ccc(-c2nnc3sc(-c4ccc(Br)o4)nn23)c(Cl)c1	-5%	7%	2%	1.9%	-1%
CCOC(=O)N1CCN(c2c(NCCN3CCN(Cc4ccccc4)CC3)c(=O)c2=O)CC1	4%	29%	-7%	0.2%	nt
O=c1oc(-c2ccccc2Cl)nc2ccsc12	-6%	15%	?	2.4%	?
CCOC(=O)CC(C#N)c1cn(C)c2ccccc12 (configuration not stated)	-3%	10%	-10%	1.1%	16%
CC(=O)N1CCN(S(=O)(=O)c2cccc(C(=O)Nc3nc4ccccc4[nH]3)c2)CC1	4%	-36%	-5%	9.1%	-9%
CCCCNC(=O)CCCCn1c(=S)[nH]c2c([nH]c3ccc(OC)cc32)c1=O	-5%	-11%	6%	1.9%	-3%
CCn1c(/C=C/c2ccc(O)c(O)c2)nc2ccccc2c1=O	-3%	1%	-5%	5.7%	-12%
CCN(CC)CCCN1CC(O)=C(c2nc3ccccc3s2)C1=N	-7%	9%	-6%	0.4%	-1%
CCc1nc2c(sc3nc4c(cc32)COC(C)(C)C4)c(=O)n1Cc1ccco1	-5%	7%	8%	5.7%	39%
CCOC(=O)C1(Cc2ccccc2C)CCCN(C(=O)CCc2c(C)noc2C)C1 (configuration not stated)	2%	3%	-7%	i	8%
COCCn1c(SCC(=O)c2[nH]c(C)c(C(C)=O)c2C)nc2ccccc2c1=O	-6%	3%	6%	5.4%	63%

Later entries.
SMILES	Salmonella PhoP GFP	influenza NS1A	M. tuberculosis HTS	VEEV TC-83 Vero	tuberculosis growth	others
Cc1ccc(N2C3=C(C(=O)CC(C)(C)C3)C(c3cn(C)nc3C)C3=C2CC(C)(C)CC3=O)cc1	6%	-13%	2%	1.5%	68%
COc1ccccc1N(C)S(=O)(=O)c1ccc(C(=O)NCc2ccc3c(c2)OCO3)cc1	3%	1%	41%	7.1%	9%
COc1ccc(CNc2ccc3c(c2)nc(C)n3C)cc1	7%	9%	4%	i	2%
CCCCOC(=O)c1ccc(Nc2ncnc3nc[nH]c23)cc1	-8%	26%	3%	2.4%	76%
Cc1ccccc1CN(C)C(=O)c1ccc2ccccc2n1	5%	-3%	11%	i	25%
N#CC1(Cc2ccccc2Cl)c2ccccc2C=CN1C(=O)c1ccccc1 (configuration not stated)	2%	2%	-3%	5.5%	-38%
O=C(CN1CCN(S(=O)(=O)N2CCCCC2)CC1)Nc1ccc(Cl)c(Cl)c1	-11%	6%	-3%	0.2%	56%
Cc1ccc(C(C(=O)NC2CCCC2)N(Cc2ccc(F)cc2)C(=O)c2snc(C(N)=O)c2N)o1 (configuration not stated)	-3%	-3%	-9%	7.5%	37%
Cn1c2c(c(=O)n(C)c1=O)C(NS(=O)(=O)c1ccc(Cl)cc1)(C(F)(F)F)C(=O)N2 (configuration not stated)	-15%	10%	-3%	2.3%	-1%	VEEV TC-83 Vero 10K pilot screen=0.1
Cc1cc2c3c([nH]c2cc1S(=O)(=O)N1CCC2(CC1)OCCO2)CCCC3=O	0%	4%	-2%	4.0%	1%
CCOC(=O)c1c(NC(=O)CSc2nnc(CNc3ccc(F)cc3)o2)sc(C(C)=O)c1C	-4%	5%	0%	7.1%	-10%
CN(C)c1nccc(Nc2ccccc2)c1C#N	2%	-14%	-2%	6.1%	-1%
COCCNc1oc(-c2ccccc2Cl)nc1C#N	-9%	-1%	-1%	4.8%	nt
CN(CC(=O)Nc1ccccc1Cl)C(=O)COC(=O)c1ccc([N+](=O)[O-])s1	nt	13%	?	i	?
O=c1oc2ccccc2c(Nc2cccc3cccnc23)c1[N+](=O)[O-]	7%	-7%	22%	6.7%	9%
C=CC[C@@H](CC(=O)N[C@@H](CO)Cc1ccccc1)C(=O)N[C@@H](COC(=O)[C@@H](CC=C)CC(=O)OC(C)(C)C)Cc1c[nH]c2ccccc12	nt	-9%	-9%	0.7%	33%
O=S(=O)(Nc1ccc(Cc2ccncc2)cc1)c1ccc(Cl)cc1	1%	4%	8%	1.7%	26%
CCC(C)Nc1ncnc2c1cnn2Cc1ccc(Cl)cc1 (configuration not stated)	-4%	-1%	0%	7.7%	31%
Cc1ccc(C)c(CN2CCCN(C(=O)Cn3ncc4c3-c3ccccc3OC4)C2)c1	9%	1%	-11%	0.1%	39%
COc1ccccc1CNC(=O)/C=C/C(=O)O	-13%	9%	4%	i	-3%
CCOc1ccc(N(C)c2ccc(/C=C3/SC(=S)NC3=O)cc2)cc1	-1%	14%	12%	0.8%	?
CN(CC(=O)Nc1ccc(F)cc1)C(=O)COC(=O)Cc1c(F)cccc1Cl	1%	-7%	8%	3.8%	38%
CCN(C[C@H]1N[C@@](CC)(C(=O)OC)[C@H]2C(=O)N(Cc3ccccc3)C(=O)[C@@H]12)C(=O)Nc1ccc(C(F)(F)F)cc1	nt	-3%	-6%	i	-3%
CC1(C)CC(NC(=O)c2ccccc2)CC(C)(C)N1	-7%	-5%	-1%	0.7%	-3%
O=C(Cn1cnc2ccccc21)c1ccc(Cl)cc1	1%	-3%	-1%	1.0%	65%

Part of the list above in order of formula weight, ascending.
SMILES	Salmonella PhoP GFP	influenza NS1A	M. tuberculosis HTS	VEEV TC-83 Vero	tuberculosis growth	others
CN(C)c1nccc(Nc2ccccc2)c1C#N	2%	-14%	-2%	6.1%	-1%
O=C(Cn1cnc2ccccc21)c1ccc(Cl)cc1	1%	-3%	-1%	1.0%	65%
COc1ccc(CNc2ccc3c(c2)nc(C)n3C)cc1	7%	9%	4%	i	2%
Cc1cc2c3c([nH]c2cc1S(=O)(=O)N1CCC2(CC1)OCCO2)CCCC3=O	0%	4%	-2%	4.0%	1%
Cn1c2c(c(=O)n(C)c1=O)C(NS(=O)(=O)c1ccc(Cl)cc1)(C(F)(F)F)C(=O)N2 (configuration not stated)	-15%	10%	-3%	2.3%	-1%	VEEV TC-83 Vero 10K pilot screen=0.1

More records.
SMILES	Salmonella PhoP GFP	influenza NS1A	M. tuberculosis HTS	VEEV TC-83 Vero	tuberculosis growth	others
COc1ccc(/C=N/NC(=O)C2C(=O)NCC2c2ccccc2)c(OC)c1 (configuration not stated)	-5%	8%	-1%	2.5%	17%
Cc1onc(-c2ccccc2Cl)c1C(=O)N1CCN(C/C=C/c2ccccc2)CC1	11%	1%	8%	i	28%
COc1ccccc1C1/C(=C(/O)c2ccc(C)cc2)C(=O)C(=O)N1Cc1ccco1 (configuration not stated)	-15%	8%	5%	i	3%
COC(=O)[C@@]1(C)[C@H]2C(=O)N(Cc3ccccc3)C(=O)[C@H]2[C@H]2CN=C(SCC3CC3)N21	nt	-18%	nt	0.8%	nt
Cc1cccc(NS(=O)(=O)c2cc(C(=O)N3CCc4ccccc4C3)ccc2Cl)c1C	4%	-4%	1%	4.9%	12%
CCO[C@@H]1OC(C(=O)NCc2nc3ccccc3[nH]2)=C[C@H](c2coc3ccccc3c2=O)[C@H]1CCCO	-7%	2%	-2%	0.9%	-3%
CCCC(c1nnnn1CS(=O)(=O)c1ccc(C)cc1)N1CCC(C(N)=O)CC1 (configuration not stated)	-2%	3%	-2%	1.2%	-19%
Cc1cc(Cl)ccc1NC(=O)CN1C(=O)CSc2ccc(S(=O)(=O)N3CCOCC3)cc21	-1%	0%	8%	0.7%	21%
